# Screening data (PubChem)
# Scp1 inh = Scp-1 (human) phosphatase inhibition; Q9GZU7; Recombinant Scp1, phosphopeptide, malachite green phosphate absorbance; inhibition, % at 20 µM; hit rate 0.88% among 340,000; AID 493091;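 active = inhibition above about 50% at 20 µM, limit read from the data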;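 also: plate controls were DMSO wells with enzyme for no effect and wells lacking enzyme for full effect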
#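 System: SCP-1 catalytic domain; Reagent: Phospho 17-mer peptide substrate; Doses: one concentration, 20 µM, with 1.0% DMSO; Incubation: 45 min room-temperature reaction, 5 min colour, 30 min stabiliser; Signal: Phosphate-binding colour reagent, absorbance read at 630 nm.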
# STEP inh = inhibitors of human striatal-enriched phosphatase STEP. inhibition, % at 20 µM. AID 588621. hit rate 0.25% among 360,000. recombinant STEP, OMFP fluorogenic substrate, fluorescence. P54829;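 active = inhibition at 20 µM, scaled per plate between control wells, above about 37%, limit read from the data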;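 also: 0% = DMSO with enzyme and substrate and 100% = substrate only without enzyme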
#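 Material: STEP (striatal-enriched tyrosine phosphatase) enzyme, cell-free; Compound dosing: 20 µM single dose in 1% DMSO; Technique: fluorescence read at 480 nm ex / 540 nm em; Times: reaction 20 min, ambient temperature; Medium: 50 mM Bis-Tris pH 6.0 with 2.5 mM DTT and 0.005% Tween 20; Also added: OMFP at 25 µM.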
# CendR NRP1 mod = alters CendR peptide binding to human NRP-1; O14786; FAM-RPARPAR peptide binding to NRP-1, fluorescence polarization; inhibition, % at 25 µM; hit rate 0.85% among 360,000;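 active = inhibition or corrected inhibition above about 18%, plus a signal ratio from 0.5 to 1.5, limit read from the data, passing the limit was not always enough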; also: strong numbers were not always called active
# Target sequence (O14786 whole entry, looked up): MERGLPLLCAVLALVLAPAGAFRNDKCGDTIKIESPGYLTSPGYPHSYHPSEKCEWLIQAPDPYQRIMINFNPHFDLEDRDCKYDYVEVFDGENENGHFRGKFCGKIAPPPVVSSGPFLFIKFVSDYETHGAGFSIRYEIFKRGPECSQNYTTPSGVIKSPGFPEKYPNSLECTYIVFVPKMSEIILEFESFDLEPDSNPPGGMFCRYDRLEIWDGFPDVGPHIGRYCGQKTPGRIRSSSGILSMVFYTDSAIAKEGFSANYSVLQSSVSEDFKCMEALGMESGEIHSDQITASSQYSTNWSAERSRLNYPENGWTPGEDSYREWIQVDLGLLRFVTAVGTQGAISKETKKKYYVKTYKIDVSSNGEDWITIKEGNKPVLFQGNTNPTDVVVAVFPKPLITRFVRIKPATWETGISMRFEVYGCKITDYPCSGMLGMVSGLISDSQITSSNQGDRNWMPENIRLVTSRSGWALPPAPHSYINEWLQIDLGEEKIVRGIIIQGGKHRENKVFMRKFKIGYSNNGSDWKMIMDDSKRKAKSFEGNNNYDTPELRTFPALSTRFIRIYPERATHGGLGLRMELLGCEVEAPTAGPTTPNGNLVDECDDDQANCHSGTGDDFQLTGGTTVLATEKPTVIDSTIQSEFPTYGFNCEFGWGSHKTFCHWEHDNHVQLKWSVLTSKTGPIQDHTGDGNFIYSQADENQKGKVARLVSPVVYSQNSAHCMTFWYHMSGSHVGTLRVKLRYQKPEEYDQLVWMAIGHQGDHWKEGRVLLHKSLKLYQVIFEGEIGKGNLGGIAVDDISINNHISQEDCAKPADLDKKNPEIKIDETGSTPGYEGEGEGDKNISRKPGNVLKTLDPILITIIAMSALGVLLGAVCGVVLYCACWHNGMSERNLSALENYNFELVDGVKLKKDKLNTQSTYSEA
# E coli Lon inh = inhibits E. coli Lon protease. purified E. coli Lon protease, fluorescence polarization. inhibition, % at 7.94 µM. AID 602123. hit rate 0.42% among 360,000. P0A9M0; in the data active = inhibition above about 13%, passing the limit was not always enough;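 also: 0% = enzyme with probe and DMSO and 100% = no enzyme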
# Tb MetRS inh = Trypanosoma brucei MetRS inhibition; purified T. brucei MetRS, ATP depletion, Kinase-Glo luminescence; inhibition, % at 11.9 µM; hit rate 0.4% among 360,000;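 active = inhibition above a per-plate cutoff of the control wells' mean inhibition plus 3 SD, cut at about 5.5% in these data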;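 also: 0% = DMSO wells median and 100% = median of wells with control inhibitor compound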
#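 Material: parasite MetRS enzyme / Replication: singlicate, one well per compound / Signal: luminescence of leftover ATP / Schedule: 2 h aminoacylation at 25 °C after 15 min preincubation / Medium: HEPES-MgCl2-KCl buffer plus DTT, spermine, BSA, pyrophosphatase / Doses: 11.9 µM single point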
# LMPTP block = LMPTP (human) inhibition; hit rate 0.22% among 360,000; AID 651560; P24666; inhibition, % at 20 µM; recombinant LMPTP-A, OMFP fluorogenic substrate, fluorescence intensity;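 active = compounds that cut the enzyme signal by at least half of the control window in the single-dose screen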;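 also: plate controls were DMSO wells with enzyme plus substrate for no effect and substrate without enzyme for full effect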
# Target sequence (P24666 whole entry, looked up): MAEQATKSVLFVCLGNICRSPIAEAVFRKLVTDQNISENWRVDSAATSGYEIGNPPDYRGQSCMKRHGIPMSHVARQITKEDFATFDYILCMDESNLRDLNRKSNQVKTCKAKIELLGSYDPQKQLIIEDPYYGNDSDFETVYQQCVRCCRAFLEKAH
#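 Test system: LMPTP-A phosphatase enzyme. Amount: LMPTP-A at 0.625 nM final in the reaction. Reagent: OMFP substrate, 400 µM final. Times: 50 min at room temperature. Signal: endpoint fluorescence intensity from OMFP dephosphorylation. Read-out basis: % inhibition. Benchmarks: no-enzyme and uninhibited controls.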
# DNMT1 block = inhibitors of human DNMT1; inhibition (reported as % activation of signal), % at 10 µM; DNMT1 molecular beacon, Hinp1I cleavage, fluorescence; hit rate 0.83% among 360,000; P26358; in the data active = inhibition above about 50%
# MsrA act = activators of bovine methionine sulfoxide reductase A. purified bovine MsrA, absorbance read-out. activation, % at 10.6 µM. hit rate 0.3% among 360,000; in the data active = activation above about 7.5%;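 also: 0% = vehicle and 100% = reference activator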
# SUMO1-SIM PPI = alters human SUMO1 binding to SIM partners; AID 602429; inhibition, % at 20 µM; hit rate 0.33% among 360,000; P63165; SUMO1 binding to a labelled peptide, TR-FRET, 1 h; in the data active = inhibition above about 37%
# MsrA inh = bovine MsrA inhibition; purified bovine MsrA, absorbance read-out; inhibition, % at 15.5 µM; hit rate 0.75% among 360,000; in the data active = inhibition above about 4.5%;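 also: 0% = vehicle wells with enzyme and 100% = reference inhibitor wells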
# * = called active by the depositor; / = not tested or not shown. Random draw from the library, and some 4.3% of all compounds hit somewhere here.
entry	Molecule	Scp1 inh	STEP inh	CendR NRP1 mod	E coli Lon inh	Tb MetRS inh
1	COc1ccc(OCCOCCOc2ccc(C)cc2[N+](=O)[O-])cc1	-8	-4	12	3	-0.4
2	Cc1ccc(S(=O)(=O)N2CCN(S(=O)(=O)c3ccccc3Br)CC2)cc1	12	-1	-4	4	-0.9
3	CN(CC(=O)NNC(=O)CNC(=O)c1ccccc1Cl)S(=O)(=O)c1ccc(Cl)cc1	9	1	-14	-6	-0.3
4	Cc1ccc(S(=O)(=O)C(NC(=O)c2ccccc2)=C(Cl)Cl)cc1	-7	-3	-4	0	0.1
5	O=C(Nc1ccccn1)C12CC3CC(CC(C3)C1)C2	-6	-2	3	-1	-0.7
6	CCc1ccc(NC(=O)CSc2nc3[nH]ncc3c(=O)[nH]2)cc1	16	0	-3	-6	-0.6
7	CS(=O)(=O)N(CC(=O)Nc1ccccc1C(=O)N1CCOCC1)c1ccc(F)c(Cl)c1	0	3	9	6	-0.6
8	CCSc1nnc(NC(=O)C2CCCN(S(=O)(=O)c3cnc[nH]3)C2)s1 (stereo not drawn)	-6	1	6	11	-0.5
9	Cc1cc2nc3n(c2cc1C)CC1CC(C(=O)NCc2cccc(Br)c2)N(C)C31 (stereo not drawn)	-5	1	11	-9	-0.2
10	CCC(=O)c1ccc(OCC(=O)OC(C)C(=O)N2CCc3ccccc32)cc1 (stereo not drawn)	-7	1	10	-1	-0.4

entry	LMPTP block	DNMT1 block	MsrA act	SUMO1-SIM PPI	MsrA inh
1	-1.2	-2	-4	-3	-0.8
2	2.4	-5	-2	5	0.1
3	-0.9	2	-1	-1	-0.5
4	-1.0	-5	0	6	-0.7
5	0.2	3	-1	0	-0.1
6	-0.9	3	0	4	0.1
7	-1.4	5	-1	0	0.6
8	-1.6	0	-2	5	0.0
9	-1.7	0	-2	9	-0.9
10	0.2	0	-1	1	0.6

# Going on with the list:
entry	Molecule	Scp1 inh	STEP inh	CendR NRP1 mod	E coli Lon inh	Tb MetRS inh
11	CCNC(=S)NNC(=S)NCc1ccccc1	-3	-2	-2	-4	0.2
12	O=C(NCCc1ccc(F)cc1)C(=O)NCC1CCCN1S(=O)(=O)c1cccs1 (stereo not drawn)	-3	3	-12	-2	0.1
13	OC1CCN(C(c2ccc3ncccc3c2)c2nnnn2C2CCCCC2)CC1 (stereo not drawn)	0	0	-7	-3	0.0
14	O=C(CCCN1C(=O)c2ccccc2C1=O)Nc1c2c(nc3c1CCC3)CCC2	-4	-2	8	3	-0.1
15	C=Cn1cc[n+](CC(=O)c2ccc(C)cc2)c1	2	0	-2	-5	-0.9
16	Nc1ccc(S(N)(=O)=O)cc1N	-10	-2	-12	-33	-0.2
17	OC(c1ccc(F)cc1)c1nc(-c2ccoc2)cs1 (stereo not drawn)	/	-2	-13	2	0.0
18	Cc1ccccc1OCCN1C(=O)NC2(CCCc3ccccc32)C1=O (stereo not drawn)	-10	-4	21	-8	-0.7
19	CCCc1ccc(OCc2ccc(C(=O)Nc3cccc(C)n3)o2)c(OC)c1	1	0	10	-6	-0.1
20	Cc1ccc(NS(=O)(=O)c2ccc(F)cc2)nc1	-4	-3	6	2	0.3

entry	LMPTP block	DNMT1 block	MsrA act	SUMO1-SIM PPI	MsrA inh
11	-1.9	0	-2	-2	1.7
12	1.0	3	-10	-1	-0.4
13	0.1	0	-3	-2	-0.3
14	0.5	-2	-4	-3	0.8
15	0.3	1	-8	-2	0.2
16	0.0	20	-5	-10	-0.1
17	-0.3	4	-2	-2	-1.8
18	-1.8	-2	-4	0	0.6
19	2.9	6	-2	-4	0.1
20	-2.4	-4	-4	-1	1.4

# (cont.)
entry	Molecule	Scp1 inh	STEP inh	CendR NRP1 mod	E coli Lon inh	Tb MetRS inh
21	N#Cc1ccccc1OCC(=O)NC(=O)NCc1ccco1	25	-2	-12	-7	-0.4
22	Cc1ccc(COc2ccc(CNCCCN3CCCCCC3=O)cc2)cc1	1	75*	8	-9	0.6
23	O=C(/C=C/c1cccc([N+](=O)[O-])c1)NCCSCc1cccc(Cl)c1	-8	2	9	4	-0.3
24	O=S(=O)(Nc1ccccc1N1CCCCC1)c1ccccc1	7	0	11	11	-0.6
25	CCn1c(N2CCN(C(=O)/C=C/c3ccccc3)CC2)nc2ccccc21	-6	0	-4	-18	-0.5
26	CCN1CCN(C(=O)Cn2ncc3ccsc3c2=O)CC1	-16	0	8	-1	-1.5
27	O=[N+]([O-])c1cc(/C=N/O)ccc1SCc1ccccc1	-8	-2	5	-7	0.5
28	CC1CCN(S(=O)(=O)c2ccc(NC(=O)[C@@H]3CCCC[C@@H]3C(=O)O)cc2)CC1	-1	-2	-3	2	0.1
29	NNC(=S)Nc1cccc(-c2n[nH]c(=S)o2)c1	-8	-4	-15	7	1.9
30	COc1ccccc1NC(=S)NCCc1ccccc1	-7	20	30*	6	-0.9

entry	LMPTP block	DNMT1 block	MsrA act	SUMO1-SIM PPI	MsrA inh
21	0.2	7	-5	-10	1.6
22	-2.6	1	-1	2	0.0
23	4.3	4	-9	-15	0.3
24	1.2	5	-8	8	-0.1
25	0.4	0	-4	-3	-1.1
26	-1.5	-1	0	2	1.0
27	-0.6	6	-2	-5	-0.1
28	-0.6	2	-4	-2	0.6
29	-1.7	5	-8	26	1.9
30	-1.0	2	-1	1	-1.3

# Later entries:
entry	Molecule	Scp1 inh	STEP inh	CendR NRP1 mod	E coli Lon inh	Tb MetRS inh
31	COc1ccc2c(c1)c(C(=O)N/N=C/c1ccc(Br)cc1)c(C)n2C	-11	0	26*	4	-0.1
32	CCc1ccc(NC(=O)COc2ccc3c(c2)OCO3)cc1	-8	0	11	-16	-0.3
33	Cc1cc(C)n(CC2CC(=O)N(c3ccccc3)C2=O)n1 (stereo not drawn)	1	-4	29*	6	0.1
34	CCOC(=O)c1ccc(NC(=O)Nc2c(C)nn(C)c2C)cc1	0	-4	0	12	0.9
35	O=C(O)/C=C\c1cccc(-n2nnnc2SCc2ccccc2F)c1	-4	5	9	-10	-0.7
36	COc1c(C)cccc1C(=O)Nc1cc(-c2nn3c(C)nnc3s2)ccc1C	-4	2	-13	5	-0.8
37	COc1ccc([C@H]2[C@H](C(C)=O)N3N=Cc4ccccc4C3C23C(=O)OC(C)(C)OC3=O)cc1 (stereo partly drawn)	-13	0	-8	-2	-0.4
38	CCc1cccc(C)c1NC(=O)CN1C(=O)NC(C)(CCC(C)C)C1=O (stereo not drawn)	-12	-2	9	5	-0.3
39	CCOc1ccc2[nH]c(=O)c(CN(CCCO)S(=O)(=O)c3ccc(F)cc3)cc2c1	-11	0	1	12	-0.8
40	COc1ccc(NC(=O)c2ccc3ncsc3c2)cc1	1	-4	14	-9	-1.0

entry	LMPTP block	DNMT1 block	MsrA act	SUMO1-SIM PPI	MsrA inh
31	1.0	-2	-9	-9	0.0
32	-0.1	0	-1	-5	-0.4
33	0.0	-2	-12	-3	-0.6
34	1.1	-3	-3	-2	1.4
35	0.2	1	-1	-10	0.0
36	1.4	0	-1	6	-0.1
37	-0.6	-3	1	-7	0.8
38	-1.4	7	-3	-4	0.4
39	-0.8	0	-4	2	0.5
40	-1.0	1	-3	0	1.0

# Four compounds out of the list above, sorted by the number in Scp1 inh, smallest number first:
entry	Molecule	Scp1 inh	STEP inh	CendR NRP1 mod	E coli Lon inh	Tb MetRS inh
8	CCSc1nnc(NC(=O)C2CCCN(S(=O)(=O)c3cnc[nH]3)C2)s1 (stereo not drawn)	-6	1	6	11	-0.5
34	CCOC(=O)c1ccc(NC(=O)Nc2c(C)nn(C)c2C)cc1	0	-4	0	12	0.9
40	COc1ccc(NC(=O)c2ccc3ncsc3c2)cc1	1	-4	14	-9	-1.0
6	CCc1ccc(NC(=O)CSc2nc3[nH]ncc3c(=O)[nH]2)cc1	16	0	-3	-6	-0.6

entry	LMPTP block	DNMT1 block	MsrA act	SUMO1-SIM PPI	MsrA inh
8	-1.6	0	-2	5	0.0
34	1.1	-3	-3	-2	1.4
40	-1.0	1	-3	0	1.0
6	-0.9	3	0	4	0.1

# Further records:
entry	Molecule	Scp1 inh	STEP inh	CendR NRP1 mod	E coli Lon inh	Tb MetRS inh
41	Cc1cc(OCC(=O)NNC(=O)c2cnccn2)cc(C)c1Cl	-2	-1	10	-13	-0.2
42	O=C(Cc1ccc([N+](=O)[O-])cc1)Nc1cccc(C(=O)N2CCCC2)c1	0	-4	16	5	-0.3
43	O=C(NC1CCS(=O)(=O)C1)c1cccc(Br)c1 (stereo not drawn)	0	1	1	6	-0.5
44	COc1ccc(NC(=O)CCSc2nc(C)cs2)cc1	0	-2	2	-3	0.2
45	CCC(C(=O)Nc1ccccc1C(=O)N1CCCC1)N1C(=O)c2ccccc2C1=O (stereo not drawn)	-14	-1	7	-7	0.1
46	Cc1ccc2nc(Nc3nc(CSc4nnnn4-c4ccccc4)cc(=O)[nH]3)nc(C)c2c1	0	3	7	7	-0.5
47	COc1cccc(/C=C/C(=O)OCC(=O)NC2CCCCCCC2)c1	-7	2	-4	-3	-0.2
48	CCCNC(=O)c1nc(C)n(-c2cc(Cl)ccc2Cl)n1	-10	-1	4	-6	0.8
49	CCN(CC)C(=O)COc1ccc2oc(C)c(C(=O)OC(C)C)c2c1	-4	18	16	-3	-0.3
50	Cn1nc(C(F)(F)F)c(-c2cccc(C(F)(F)F)c2)c1NC(=O)c1nccnc1C(=O)O	-1	-2	2	-1	-0.3

entry	LMPTP block	DNMT1 block	MsrA act	SUMO1-SIM PPI	MsrA inh
41	0.5	2	-3	-2	1.2
42	-0.7	-3	-3	-20	-0.9
43	-1.5	3	-4	1	0.7
44	-0.9	-1	0	-1	0.6
45	-0.3	2	-2	-3	0.6
46	0.5	-18	0	2	-1.2
47	0.8	-1	-5	-17	0.0
48	-0.9	2	-4	-1	-0.4
49	-0.8	-1	0	-1	0.5
50	-0.5	-4	-2	3	-0.2

# (list continues)
entry	Molecule	Scp1 inh	STEP inh	CendR NRP1 mod	E coli Lon inh	Tb MetRS inh
51	O=C(O)CC1(CC(=O)Nc2ccc(F)cc2F)CCCCC1	-11	4	5	0	-0.5
52	Cc1cccc(NC(=O)C2c3ccccc3Oc3ccccc32)n1	4	-1	-9	5	-0.8
53	CC(=O)c1nn(-c2cccc(Br)c2)cc1C(=O)c1cccc2ccccc12	-13	5	-3	2	0.5
54	COc1cc(C(C)=O)ccc1OCC(=O)Nc1cc(Cl)ccc1-n1cncn1	-4	-1	-26	-4	0.1

entry	LMPTP block	DNMT1 block	MsrA act	SUMO1-SIM PPI	MsrA inh
51	-2.7	1	-5	3	-0.2
52	0.8	2	-4	-4	0.1
53	4.8	-4	-4	-3	1.4
54	0.0	0	-1	9	-1.0
